# HT1080 IDH1KD tx = kills HT-1080 cells with IDH1 knockdown | AID 686971 | Potency, µM (series often up to 46.1 µM), for the others: at the highest dose activity, negative = toxicity, hits mostly cytotoxic | HT-1080 IDH1 knockdown viability, ATP luminescence, 48 h | 360,000 compounds, 2% hits;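 also: potency is read from the fitted curve at half-maximal effect; 0% = DMSO wells and -100% = cell-free medium wells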
#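 CellTiter-Glo luminescence after 48 h compound exposure at 37 degrees C of IDH1-knockdown HT-1080 cells in 5% FBS RPMI. %Activity scaled between DMSO wells and cell-free media wells, with curves fitted and assigned curve classes.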
# KB-V1 cytotox = KB-V1 MDR subline cytotoxicity. KB-V1 MDR cells viability, CellTiter-Glo, 72 h. Potency, µM (doses to about 46.1 µM), for inactives: top-dose activity change, negative = cytotoxicity, usual class: cytotoxic. 400,000 compounds, 3.4% hits; also: potency is read from the fitted curve at half-maximal effect; % is scaled to controls: 0 for no effect and ±100 for the full control effect; nearly all actives have a fitted effect of over 60% in size
#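 Readout: CellTiter-Glo luminescence, 10 min after addition. Cells: KB-V1 MDR subline, 72 h at 37 degrees C with compound. Analysis: corrected, normalized data fitted to concentration-effect curves.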
# SW480 rerep = induces DNA re-replication in SW480 colon adenocarcinoma cells. Potency, µM (highest dose often 46.1 µM), inactives show top-dose re-replication activation, most hits filed as activators. SW480 DNA re-replication, Hoechst DNA content imaging, 48 h. 340,000 compounds, 1.8% hits; also: potency is read from the fitted curve at half-maximal effect; % of control where 0% means no effect; nearly all actives have a fitted effect of over 55% in size
#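 Readout is total intensity of Hoechst-stained nuclei, excited at 405 nm and collected at 500-530 nm. Compound treatment lasted 48 hr at 37 C in 5% CO2 before staining.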
# HT1080NT lethal = kills 2HG-producing HT-1080-NT fibrosarcoma cells; 360,000 compounds, 1.6% hits; HT-1080-NT fibrosarcoma viability, CellTiter-Glo ATP luminescence, 48 h; Potency, µM (series often up to 46.1 µM), for the others: at the top dose activity, negative = less viability, actives largely listed as cytotoxic;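 also: NT is the 2HG producing partner of a matched IDH1 knockdown line; potency is read from the fitted curve at half-maximal effect; 0% = DMSO-treated cells and -100% = media-only wells without cells; nearly all actives have a fitted effect of over 55% in size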
#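 Toxicity toward the 2HG-producing NT line was scored as %Activity, normalised to DMSO and no-cell wells, from CellTiter-Glo luminescence after 48 hours' treatment.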
# WRN helicase inh = WRN helicase (human) inhibition. WRN helicase unwinding, fluorescent forked duplex, kinetic. Q14191. 360,000 compounds, 0.46% hits. AID 651768. Potency, µM (series often up to 114 µM), without a hit: at the top dose activity change, negative = inhibition, hits mostly inhibitors; also: potency is read from the fitted curve at half-maximal effect; % is scaled to controls: 0 for no effect and ±100 for the full control effect; nearly all actives have a fitted effect of over 55% in size
#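 Enzyme (20 nM final) and test compound sit together 15 min at room temperature before substrate addition. Substrate is a single-forked duplex oligonucleotide (100 nM) labelled with fluorophore and quencher, with 2 mM ATP; helicase unwinding raises red fluorescence, read kinetically.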
# KB-3-1 tox = kills parental KB-3-1 adenocarcinoma cells. 400,000 compounds, 1.4% hits. KB-3-1 viability, CellTiter-Glo ATP luminescence, 72 h. Potency, µM (highest dose often 46.1 µM), for the others: top-dose activity change, negative = cytotoxic, actives largely listed as cytotoxic; also: potency is read from the fitted curve at half-maximal effect; % is scaled to controls: 0 for no effect and ±100 for the full control effect; nearly all actives have a fitted effect of over 60% in size
#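 Viability of parental KB-3-1 cells, measured by CellTiter-Glo luminescence, followed a 72 h incubation at 37 °C with pinned compounds in phenol-red-free DMEM containing 10% FBS.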
# ATXN2 expr inh = inhibitors of ATXN2 expression | HEK-293 ATXN2-luciferase reporter, luminescence, 24 h | Potency, µM (highest dose often 57 µM), for inactives: top-dose activity change, negative = inhibition, actives largely listed as inhibitors | 360,000 compounds, 0.72% hits | AID 1745845; also: potency is read from the fitted curve at half-maximal effect; % is scaled to controls: 0 for no effect and ±100 for the full control effect; nearly all actives have a fitted effect of over 55% in size
#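 qHTS (up to 57 uM final) was run with 24 h compound exposure of reporter cells at 37 °C. Each well was multiplexed: SteadyGlo luminescence measured ATXN2-luciferase expression after a fluorogenic Gly-Phe-AFC viability readout (25 uM final).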
# IL-1B inflam inh = inflammasome signaling inhibition, IL-1 beta readout; 360,000 compounds, 4.7% hits; activity change, % at 57.5 µM; THP-1 LPS/ATP IL-1B secretion, AlphaLISA, 16 h; active compounds read low; in the data active = activity change below about -50%; inconclusive = mostly about -30% to -49%; also: % is scaled to controls: 0 for no effect and ±100 for the full control effect
#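 Secreted IL-1B measured by AlphaLISA bead assay after 16 h compound exposure of THP-1 cells; compounds (final up to 57.5 uM) added 1 h before LPS (250 ng/mL) and ATP (1.25 mM) stimulation; lower signal means less secretion.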
# MCF10A rereplic = inducers of DNA re-replication in MCF 10A breast cells; MCF 10A DNA re-replication, Hoechst nuclear intensity, 48 h; Potency, µM (titrated, usually from 46.1 µM), without a hit: at the highest dose activity, positive = re-replication, usual class: activators; AID 624296; 350,000 compounds, 2.9% hits; also: potency is read from the fitted curve at half-maximal effect; % of control where 0% means no effect; nearly all actives have a fitted effect of over 50% in size
# * hit, by the source's call; ? = inconclusive; · = not tested or not shown; [ ] = dose if it differs, or a comment. Unless noted, calls follow the shape of the dose curve; as a rule, active = well fitted curve in the direction sought with a large enough effect; inconclusive = small, poorly fitted or top-dose-only effect, or another doubt; inactive = no such curve, though single readings can be large; an effect the other way counts as inactive or inconclusive.
SMILES,HT1080 IDH1KD tx,KB-V1 cytotox,SW480 rerep,HT1080NT lethal,WRN helicase inh,KB-3-1 tox,ATXN2 expr inh,IL-1B inflam inh,MCF10A rereplic
N#CC(CO)(Cc1ccc(OC(F)F)cc1)c1nc2ccccc2[nH]1 (configuration not stated),-1%,-2%,?,5%,1%,4%,-15%,11,-2%
CCN(CC)CCNC(=O)C12CC3CC(CC(C3)C1)C2,6%,0%,-9%,2%,1%,-3%,-12%,-2,2%
COc1ccc(C)cc1NC(=O)NC1CCCCCCC1,1%,9%,-5%,16%,1%,10%,22%,-8,7%
C[C@H]1CN([C@@H](C)CO)C(=O)c2cc(Br)cnc2O[C@H]1CN(C)S(=O)(=O)c1cccs1,-9%,?,·,5%,-1%,-7%,-12%,-18,·
Cc1ccccc1NC(=O)NNC(=O)COc1ccc2ccccc2c1,0%,·,-3%,-7%,?,·,-7%,9,5%
CCOCCCNC(=O)C1CCC(CNS(=O)(=O)c2ccc(F)cc2)CC1 (configuration not stated),10%,-8%,-2%,4%,10%,2%,-5%,5,1%
C[C@@H](C(=O)Nc1nccs1)N1C(=O)C2CC=CCC2C1=O (some centres not stated),-6%,15%,-6%,1%,-7%,9%,-9%,8,1%
CNC(=O)C(=O)NCCN1CCN(C(=O)c2ccc([N+](=O)[O-])cc2)CC1,1%,2%,-9%,7%,-12%,17%,1%,2,3%
Nc1nc(SCC(=O)Nc2cc(Cl)ccc2Cl)n[nH]1,-1%,?,14%,0%,-12%,10%,2%,48,2%
CN(CC(=O)Nc1ccccc1Cl)C(=O)COC(=O)CCN1C(=O)C2CC=CCC2C1=O (configuration not stated),13%,8%,0%,1%,10%,-3%,-4%,-7,-3%
COC(=O)[C@]12CCCCC=C1N(CCC1=CCCCC1)C(=O)[C@H](CC(=O)NCc1cccc(C(F)(F)F)c1)C2,?,?,·,?,-7%,-25%,?,?,·
CCCC1=C(C(=O)OCC)C(c2ccco2)C(C#N)=C(N)O1 (configuration not stated),-7%,0%,-5%,-5%,2%,-8%,-6%,?,1%
O=C(NC1CC1)c1cc(-c2ccco2)nc2ccccc12,0%,-2%,-3%,-16%,20µM*,2%,-1%,15,-15%
CCCCn1c(-c2csc(CC)c2)n[nH]c1=S,8%,-3%,-8%,1%,-12%,-3%,-5%,16,3%
CCOc1ccc(S(=O)(=O)N2CCC(C(=O)Nc3cccc(NC(C)=O)c3)CC2)cc1,-18%,-4%,?,0%,0%[57.1 µM],0%,35%,-17,0%
CSc1ccc(CN(C)CC(=O)Nc2ccc(C)cc2Br)cc1,-1%,-8%,?,-6%,-7%,-5%,-18%,-20,24%
Cc1ccccc1NC(=O)c1c(C)[nH]c(=S)c(C#N)c1-c1ccc(Cl)cc1,-5%,-1%,?,-2%,-17%,0%,7%,-10,?
COC(=O)[C@@]12CCCCN1[C@H](c1ccc(-c3ccc(F)cc3)cc1)[C@H]1C(=O)N(C)C(=O)[C@H]12,3%,?,11%,11%,9%,?,-16%,-14,?
Cn1cnnc1SCC(=O)N/N=C/c1ccc(OCC(N)=O)cc1,9%,0%,-10%,16%,-4%,18%,-22%,-3,8%
Cc1cc(C)c(OCC(=O)Nc2nnc(-c3ccco3)o2)c(C)c1,16%,2%,-4%,10%,3%,-10%,0%,15,0%
CN(C)S(=O)(=O)c1cc(NC(=O)C2=COCCO2)ccc1Cl,9%,12%,-24%,13%,-3%,6%,5%,13,4%
CCOCC(=O)Nc1cc(C(=O)OC)cc(C(=O)OC)c1,-4%,-8%,0%,3%,2%,0%,·,-9,0%
C=CCn1c(Oc2ccccc2)nc2c1c(=O)n(C)c(=O)n2C,13%,10%,0%,5%,3%,-17%,7%,38,-10%
COC(=O)c1nc(N)sc1-c1ccc(OC)cc1,-1%,?,0%,-1%,-7%,-26%,20%,-8,?
Cc1cc(S(=O)(=O)NCc2ccccc2)ccc1OCC(=O)Nc1cccc([N+](=O)[O-])c1,?,13µM*,-12%,-21%,-25%[57.1 µM],2%,-20%,?,?
COc1ccc(Br)c2oc(S)cc(=O)c12,-1%,16%,-11%,-4%,-5%,18%,-3%,22,12%
COc1cccc(C(=O)Nc2ccc(Oc3cccc(C(F)(F)F)c3)nc2)c1,?,?,?,?,-4%,?,?,-80*,?
COc1cc2ccccc2cc1C(=O)Nc1ccc(N2CCOCC2)cc1,-2%,?,-1%,-25%,-10%,-6%,1%,3,?
COC(=O)c1c(NC(=O)CSc2nnc(C)c(=O)[nH]2)sc(C)c1C,-14%,-11%,-1%,-22%,-20%,0%,-6%,24,?
Cc1cc(C(=O)CCC(=O)N2CCN(S(=O)(=O)c3ccccc3)CC2)c(C)s1,-7%,?,1%,-6%,-14%,20%,-9%,0,8%
Cc1cc(C(=O)NC(C)Cc2ccccc2)cc(C)c1[N+](=O)[O-] (configuration not stated),6%,?,4%,0%,2%,9%,-1%,-19,9%
O=C(COc1ccc(Br)cc1Cl)NNC(=O)c1ccccc1,-5%,27%,1%,1%,-1%,6%,·,-15,-9%
Cc1cccnc1NC(=O)c1ccccc1-c1ccccc1C(=O)Nc1ncccc1C,10%,25%,-2%,4%,-7%,-1%,8%,5,-3%
O=C(NNC(=S)NC(=O)c1ccco1)c1ccc(F)cc1,?,-16%,11%,-13%,-2%,-4%,-17%,79,1%
C#CCOC(=O)CCCN1C(=O)c2cccc3cccc(c23)C1=O,-1%,8%,·,1%,-1%,5%,·,5,·
COc1ccc(-n2ccc3ccccc32)cc1,12%,?,2%,8%,-1%,-11%,·,35,10%
CC(C)(C)c1cc2cccnc2n1Cc1cccc(F)c1,-17%,-8%,3%,-6%,1%,?,-27%,?,2%
CSC1=NC(C)N2C(SC)=NC(C)N12 (configuration not stated),-1%,7%,-13%,2%,-3%,0%,·,7,3%
CCn1c(SCC(=O)N2CCc3ccccc32)nc2c(c1=O)SC(C)C2 (configuration not stated),-4%,-22%,-4%,-8%,7%,1%,-26%,1,2%
CCOCCn1c(CN(Cc2ccccc2)Cc2ccccc2)nc2c1c(=O)[nH]c(=O)n2C,26%,?,-9%,-2%,5%,?,-7%,16,-5%
CSCCC(NC(=O)c1ccco1)C(=O)OCC(=O)Nc1ncc(Cl)c(C)c1Cl (configuration not stated),0%,0%,-4%,-4%,?,-7%,4%,39,-2%
O=S(=O)(Nc1nccs1)c1cc(Cl)ccc1Cl,3%,26%,-9%,16%,-12%[57.1 µM],1%,6%,14,-6%
O=C(COc1ccc(Cl)cc1Cl)NN1C(=O)C2C3C=CC(C3)C2C1=O (configuration not stated),-6%,5%,18%,-5%,-14%,9%,5%,-3,2%
COc1ccc(OC)c(N(CC(N)=O)S(=O)(=O)c2ccc(OC)c(OC)c2)c1,-17%,11%,-4%,-1%[9.24 µM],0%,1%,12%,0,-6%
NS(=O)(=O)c1ccc(CCNCc2cccs2)cc1,3%,-4%,-3%,0%,5%,13%,-7%,3,9%
COCC(C)n1c(SCc2ccc(C(=O)OC)o2)nc2ccccc2c1=O (configuration not stated),0%[9.24 µM],-7%,18µM*,?,-18%[57.1 µM],10%,21%,?,?
O=C(NCc1nnnn1-c1ccc(F)cc1)c1ccc(S(=O)(=O)N2CCOCC2)cc1,3%,-2%,·,4%,12%,-5%,·,13,·
O=C(NCCCN1CCN(CCCNC(=O)c2cccc(Cl)c2)CC1)c1cccc(Cl)c1,1%,?,1%,-1%,6%,0%,-9%,-57*,?
Cc1cc(NC(=O)COC(=O)c2ccc(S(=O)(=O)N3CCCc4ccccc43)cc2)no1,4.1µM*,?,15µM*,4.1µM*,-8%,15µM*,-19%,38,9.2µM*
O=C(COC(=O)CSCC(=O)N1CCCCC1)Nc1ccc(Cl)cc1,2%,4%,-17%,-1%,109%[activator],11%,-1%,9,1%
Nn1c(SCC(=O)Nc2ccc(F)cc2)nnc1-c1ccccn1,15%,-5%,-6%,19%,14%,7%,3%,-25,-1%
O=C(Nc1ccccc1C(F)(F)F)NC1(C(=O)N2CCOCC2)CCCCC1,-23%,-8%,?,-18%,?,-5%,0%,49,?
Clc1ccccc1N1CCN(Cc2c[nH]c3ccccc23)CC1,18µM*,?,-1%[9.22 µM],?,3%,?,-23%,-81*,?
CN(C)CCOC1c2ccccc2C=Cc2ccccc21,-18%,3%,3%,-18%,17%,-2%,0%,-13,2%
C/C(=N\NC(=O)Cc1ccc([N+](=O)[O-])cc1)c1cccnc1,4%,-15%,-4%,7%,2%,7%,-10%,-6,4%
COc1cc(NC(=O)c2cc(S(=O)(=O)N3CCCCC3)ccc2N2CCOCC2)cc(OC)c1OC,9%,18%,-9%,20%,6%,17%,2%,-11,-4%
COc1cc(S(=O)(=O)N2CCN(Cc3ccccc3)CC2)ccc1Br,0%,-1%,?,-12%,-21%,-7%,-13%,-13,10µM*

# With a hit mark in SW480 rerep (from the list above):
smiles	SW480 rerep	WRN helicase inh	IL-1B inflam inh
COCC(C)n1c(SCc2ccc(C(=O)OC)o2)nc2ccccc2c1=O (configuration not stated)	18µM*	-18%[57.1 µM]	?
Cc1cc(NC(=O)COC(=O)c2ccc(S(=O)(=O)N3CCCc4ccccc43)cc2)no1	15µM*	-8%	38

# Source: PubChem
